# F508del corr – CFTR F508del correction in bronchial cells. CFBE cells, YFP halide quenching; stimulated with forskolin plus potentiator P3; % fluorescence drop versus neutral controls. activity (quench increase), % at 7.58 µM. hit rate 0.36% among 350,000. AID 720511;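 active = mean added fluorescence quench of at least 8% versus neutral control, with both replicates also reaching 8%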;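 note: cells transiently co-express mutant CFTR-F508del with the halide-sensitive YFP; corrector assay measuring rescue of mutant channel to the surface after 24 h compound exposure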
# EWS-Fli block – inhibitors of EWS/Fli oncoprotein transcriptional activity. A673 NR0B1-luciferase reporter, viability-normalised. inhibition, % at 12.6 µM. hit rate 0.67% among 350,000;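 active = mean inhibition of at least 50% after viability correction, with every replicate also passing that limit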;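 note: firefly luciferase signal divided by Alamar Blue viability fluorescence both relative to DMSO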
# ARNT TACC3 PPI – disruptors of human ARNT/TACC3 interaction | AlphaScreen His-ARNT PAS-B/GST-TACC3 binding, luminescence; TACC3 fragment carries E629A point mutation | inhibition, % at 9.99 µM | hit rate 0.66% among 390,000;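 active = mean inhibition of replicates at least 50% and at least half of replicates each reaching 50%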;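 note: 0% = complete ARNT plus TACC3 wells and 100% = ARNT alone without TACC3; many hits fall short of the cut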
# PAX8 reporter – inhibitors of PAX8 transcriptional activity in RMG-I cells | RMG-I TPO-luciferase reporter, SteadyGlo, 24 h | inhibition, % at 12.6 µM | hit rate 1.2% among 360,000;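 active = mean replicate inhibition at least 60% with every replicate also reaching 60%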;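 note: luciferase light reporting Pax8 driven TPO promoter activity; plate controls were median of neutral control wells for no effect and mitoxantrone controls for full effect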
# INS-1E GSIS act – primary screen for activators of insulin secretion dependent on glucose, INS-1E cells, GLuc reporter luminescence. INS-1E GLuc reporter insulin secretion, 2-3 h. hit rate 0.61% among 370,000. activation, % at 16.6 µM;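 active = lowest replicate activation of at least 40%, so every replicate reaches that level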;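 note: 0% = median of neutral control wells and 100% = median of IBMX positive control wells; some compounds called inactive have numbers as strong as hits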
# DENV2 CPE rescue – DENV2-induced cell death inhibition; DENV2-infected cells, cytopathic effect rescue, plate reader; CPE inhibition, % at 9.99 µM; hit rate 1.7% among 350,000; in the data active = CPE inhibition above about 20%, passing the limit was not always enough; tested in BHK-21 cells;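 note: 0% = median of neutral control wells and 100% = median of positive control wells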
# ERp5 inh – blocks human ERp5 reductase activity on insulin. Q15084. ERp5 insulin aggregation, absorbance 650 nm, 90 min. inhibition, % at 9.99 µM. hit rate 0.05% among 350,000. AID 651711;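 active = mean replicate inhibition above about 25%, with every replicate also reaching it, limit read from the data, passing the limit was not always enough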
# Target sequence (Q15084 whole entry, looked up): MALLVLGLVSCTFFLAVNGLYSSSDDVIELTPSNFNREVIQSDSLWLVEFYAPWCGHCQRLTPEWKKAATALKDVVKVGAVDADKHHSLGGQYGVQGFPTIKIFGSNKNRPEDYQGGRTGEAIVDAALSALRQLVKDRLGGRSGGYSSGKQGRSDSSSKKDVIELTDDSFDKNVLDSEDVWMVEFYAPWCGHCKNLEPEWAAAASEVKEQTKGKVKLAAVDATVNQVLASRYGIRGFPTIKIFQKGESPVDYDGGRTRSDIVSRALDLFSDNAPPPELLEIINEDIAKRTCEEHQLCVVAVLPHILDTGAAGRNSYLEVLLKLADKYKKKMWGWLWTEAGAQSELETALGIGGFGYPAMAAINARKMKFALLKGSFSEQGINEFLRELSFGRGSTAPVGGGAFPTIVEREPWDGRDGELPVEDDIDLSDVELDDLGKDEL
# Xi reactivation – activators of X-chromosome reactivation in mouse fibroblasts. AID 743238. XiGFP mouse fibroblasts, % GFP-positive cells imaging, 3 d; cells co-treated with 5-aza-dC sensitizer; scaled so ellipticine positive control = 100%. hit rate 0.055% among 360,000. activation, % at 7.58 µM;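 active = mean normalized replicate activation at least 10% and every replicate at or above 10%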;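 note: 0% = median of on-plate neutral control wells and 100% = ellipticine 6 µM median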
#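 System: 68-5-11 XiGFP fibroblast line; Timing: 3 days compound exposure; Compound dosing: one concentration, pinned; Benchmarks: positive control ellipticine, 6 µM final; Buffer or medium: DMEM containing 5-aza-dC.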
# An asterisk follows results filed as active; / = no result given.
nr	SMILES	F508del corr	EWS-Fli block	ARNT TACC3 PPI	PAX8 reporter
1	C/C(=N\Nc1cc(C)nc(NCc2ccccc2)n1)c1cccc([N+](=O)[O-])c1	-5.7	-2.7	10.7	-3.3
2	Cc1noc(C)c1NC(=O)N(C)C[C@H]1OCc2cn(nn2)CCCC(=O)N([C@@H](C)CO)C[C@H]1C	-0.8	6.0	/	-15.4
3	O=C(CSc1ccccc1)NC(=O)NCc1ccccc1	-1.8	-7.9	-0.6	3.9
4	Nc1nnc(SCc2ccccc2F)s1	-1.1	-25.0	-1.8	-19.9
5	C/C(O)=C(\C#N)P(=O)(c1ccccc1)c1ccccc1	-1.8	12.3	-3.6	1.7
6	O=C(NNC(=S)NC(=O)c1ccccc1)c1cccnc1	0.0	-9.5	17.1	0.8
7	Cc1ccc(S(=O)(=O)N(C)C[C@@H]2OCc3ccccc3-c3ccccc3C(=O)N([C@H](C)CO)C[C@@H]2C)cc1	-4.8	-1.3	2.3	/
8	COc1ccccc1NC(=O)C(=O)/C=C(\O)c1ccccc1	2.5	11.3	14.8	-106.7
9	C[C@H](CO)N1C[C@H](C)[C@H](CN(C)C(=O)Nc2ccc(F)cc2)Oc2c(NS(=O)(=O)c3ccc(Cl)cc3)cccc2C1=O	-2.7	-3.3	-3.9	-5.2
10	O=C1OCCC1Sc1nc2ccccc2c(=O)n1Cc1ccc(F)cc1 (stereo not drawn)	1.3	-6.5	-5.9	-7.5

nr	INS-1E GSIS act	DENV2 CPE rescue	ERp5 inh	Xi reactivation
1	-10.3	14.6	0.9	0.3
2	0.3	/	/	0.4
3	0.4	-3.8	-5.0	0.0
4	0.8	11.2	-0.9	0.0
5	8.4	-5.5	-0.3	0.1
6	22.1	-4.3	1.5	0.0
7	-21.1	7.0	-6.5	0.1
8	12.5	-1.7	4.0	-0.1
9	-33.3	3.0	-0.5	0.0
10	-31.0	11.2	-4.8	0.0

# Later entries:
nr	SMILES	F508del corr	EWS-Fli block	ARNT TACC3 PPI	PAX8 reporter
11	COCCc1nc2ccc(C(=O)N3CCCC(CCCO)C3)cc2o1 (stereo not drawn)	1.4	-0.2	-2.9	-17.6
12	COCc1cc(C)nc(SCC[N+](C)(C)CC(=O)Nc2ccccc2)c1C#N	-0.4	10.2	0.9	-7.2
13	CC1CCCC(NC(=O)NC(=O)COC(=O)C2=NN(c3ccccc3)C(=O)CC2)C1C (stereo not drawn)	2.2	4.6	/	-17.1
14	O=C(NC1CCN(Cc2ccccc2)CC1)C1CCN(c2nnc(-n3cccc3)s2)CC1	0.9	6.5	/	7.7
15	CCCN(CCC)Cc1c(C(=O)N/N=C/c2ccco2)nnn1-c1nonc1N	-1.1	-5.2	1.6	-16.7
16	COc1ccc(CCN(C)C2CCCN(C(=O)CCSC)C2)cc1OC (stereo not drawn)	-3.1	5.9	-0.1	6.8
17	O=C(Nc1nnc(-c2ccccc2)o1)c1cc(Cl)sc1Cl	/	-1.9	0.1	4.9
18	COc1cc(/C=C(\C#N)C(=O)Nc2ccc(C(=O)O)cc2)ccc1OC(=O)c1cccc(F)c1	-0.7	6.0	3.0	17.8
19	C[C@@H]1CCCCO[C@H](CN(C)C(=O)Cc2ccccc2)[C@@H](C)CN([C@H](C)CO)C(=O)c2cc(NC(=O)Cc3ccccc3)ccc2O1	1.3	-4.4	-6.1	-12.9
20	COc1ccc(C[C@H](N)C(=O)N[C@H]2[C@@H](O)[C@H](n3cnc4c(N(C)C)ncnc43)O[C@@H]2CO)cc1	-3.2	5.6	-3.4	117.1*

nr	INS-1E GSIS act	DENV2 CPE rescue	ERp5 inh	Xi reactivation
11	15.7	-2.9	2.2	0.0
12	16.1	/	0.5	0.3
13	-28.0	-3.2	-3.4	0.0
14	1.9	-4.9	-1.0	0.1
15	5.4	6.7	1.7	0.2
16	2.1	2.5	1.6	0.2
17	/	0.9	1.0	-0.1
18	-38.6	9.4	0.2	-0.1
19	-19.8	3.6	5.2	0.1
20	10.4	17.0	-4.4	0.4

# Quoted from the listing.
# Reading of COCCc1nc2ccc(C(=O)N3CCCC(CCCO)C3)cc2o1 (stereo not drawn) under INS-1E GSIS act: 15.7
# Reading of COc1ccc(CCN(C)C2CCCN(C(=O)CCSC)C2)cc1OC (stereo not drawn) under F508del corr: -3.1
# Reading of C[C@@H]1CCCCO[C@H](CN(C)C(=O)Cc2ccccc2)[C@@H](C)CN([C@H](C)CO)C(=O)c2cc(NC(=O)Cc3ccccc3)ccc2O1 under ARNT TACC3 PPI: -6.1

# New compounds follow:
nr	SMILES	F508del corr	EWS-Fli block	ARNT TACC3 PPI	PAX8 reporter
21	CNC[C@@H]1Oc2ncc(-c3cccc(C(=O)N(C)C)c3)cc2C(=O)N([C@@H](C)CO)C[C@@H]1C	-2.7	-2.5	/	-0.7
22	Cc1noc(C)c1NC(=O)Nc1ccc2c(c1)CC(=O)N([C@H](C)CO)C[C@H](C)[C@H](CN(C)C(=O)Nc1ccc(F)cc1)O2	-3.1	-5.6	-1.5	-19.1
23	c1ccc(N/N=C(\Cc2nc3ccccc3[nH]2)c2ccccc2)cc1	-2.2	-53.3	1.5	-85.3
24	COc1ccccc1NC(=O)N1C[C@@H]2N[C@H](C1)C2c1ccc(-c2cccc(C(=O)N(C)C)c2)cc1 (stereo partly drawn)	0.8	7.3	/	11.0
25	Cc1ccc(S(=O)(=O)NCc2ccc(C(=O)NC3CCCCC3)cc2)cc1	-0.1	/	1.1	3.9
26	CCn1c(SCC(=O)NC2CC2)nnc1-c1ccc(F)cc1	0.8	1.1	0.2	3.3
27	O=C(N/N=C/c1ccc2c(c1)OCO2)C(=O)Nc1ccccc1Cl	-1.6	-4.4	4.2	-2.9
28	O=C(COc1cc2oc(=O)c3c(c2cc1Cl)CCCC3)N1C[C@H]2C[C@@H](C1)c1cccc(=O)n1C2	0.7	-4.1	-17.0	/
29	Cc1c(C(=O)NNC(=O)c2ccncc2)oc2ccccc12	-0.5	-3.4	-16.4	9.7
30	CCCNc1c(N)c(=O)c1=O	1.2	-1.4	-2.7	19.1

nr	INS-1E GSIS act	DENV2 CPE rescue	ERp5 inh	Xi reactivation
21	17.0	/	/	1.3
22	10.2	7.2	-7.1	0.0
23	-7.4	14.4	2.1	0.0
24	6.2	2.3	-3.8	0.2
25	20.6	5.9	-1.9	0.0
26	-6.3	-4.0	2.4	0.0
27	6.5	10.7	-0.1	0.2
28	-5.5	-16.8	-3.2	/
29	-2.3	-4.6	5.0	0.2
30	12.5	-5.3	-2.8	0.0

# The listing continues:
nr	SMILES	F508del corr	EWS-Fli block	ARNT TACC3 PPI	PAX8 reporter
31	CCOc1ccc(N2C(=O)C3ON(c4ccccc4)C(c4cccs4)C3C2=O)cc1 (stereo not drawn)	0.9	2.9	-7.5	8.5
32	COc1cccc(NC(=O)N2CC(=O)N3[C@H](C2)[C@H](c2ccc(C#CC4CCCCC4)cc2)[C@@H]3CO)c1	4.2	-4.1	/	24.0
33	C[C@@H]1CN([C@H](C)CO)C(=O)Cc2cc(NS(=O)(=O)c3ccc(F)cc3)ccc2O[C@H]1CN(C)Cc1ccc(-c2ccccc2)cc1	2.7	6.6	/	-11.2
34	CC(C)=CC(=O)N1CCC(Oc2cccc(C(=O)NCc3ccccn3)c2)CC1	-3.2	0.3	/	-2.9
35	O=C(N/N=C/c1ccsc1)c1c[nH]c2ccccc12	-0.9	/	5.4	-80.4
36	CSc1ccc(CNCCCN(C)C)cc1	-2.0	13.6	0.3	7.2
37	C[C@@H]1CN([C@H](C)CO)C(=O)c2cc(-c3ccncc3)cnc2O[C@@H]1CN(C)C(=O)CN1CCOCC1	-1.1	0.0	-10.3	/
38	O=C(CN(Cc1cccs1)C(=O)CCC(=O)Nc1ccccn1)NCc1ccccc1	-1.0	3.9	1.7	3.6
39	Cn1c(=O)c2c(ncn2CC(=O)N/N=C/c2cn[nH]c2-c2ccc(F)cc2)n(C)c1=O	-0.5	9.6	-0.5	2.5
40	C[C@@H]1CCCCO[C@@H](CN(C)S(=O)(=O)c2ccc(F)cc2)[C@H](C)CN([C@@H](C)CO)C(=O)c2cc(NC(=O)NC3CCCCC3)ccc2O1	0.2	-6.4	7.3	4.8

nr	INS-1E GSIS act	DENV2 CPE rescue	ERp5 inh	Xi reactivation
31	-18.4	0.8	-0.6	0.0
32	-29.6	-5.3	0.2	0.0
33	-8.1	/	/	-0.9
34	-1.6	-12.0	4.7	0.6
35	-0.3	-5.3	-4.0	0.0
36	-7.4	9.5	8.4	0.0
37	-5.4	2.3	-0.2	0.1
38	-0.3	-3.4	-1.5	0.0
39	-2.8	-2.7	1.1	-0.1
40	-13.1	-14.7	-4.3	0.0

# Reformatted with values under each structure: three of the compounds above.
# Screens in order – F508del corr	EWS-Fli block	ARNT TACC3 PPI	PAX8 reporter	INS-1E GSIS act	DENV2 CPE rescue	ERp5 inh	Xi reactivation
37	C[C@@H]1CN([C@H](C)CO)C(=O)c2cc(-c3ccncc3)cnc2O[C@@H]1CN(C)C(=O)CN1CCOCC1
→ -1.1	0.0	-10.3	/	-5.4	2.3	-0.2	0.1
38	O=C(CN(Cc1cccs1)C(=O)CCC(=O)Nc1ccccn1)NCc1ccccc1
→ -1.0	3.9	1.7	3.6	-0.3	-3.4	-1.5	0.0
39	Cn1c(=O)c2c(ncn2CC(=O)N/N=C/c2cn[nH]c2-c2ccc(F)cc2)n(C)c1=O
→ -0.5	9.6	-0.5	2.5	-2.8	-2.7	1.1	-0.1

# The list continues:
nr	SMILES	F508del corr	EWS-Fli block	ARNT TACC3 PPI	PAX8 reporter
41	Cc1ccc(S(=O)(=O)Nc2ccc3c(c2)CC(=O)N([C@@H](C)CO)C[C@H](C)[C@@H](CN(C)C(=O)NC(C)C)O3)cc1	-2.0	-7.5	-1.3	-13.3
42	CC(=O)C1=C(C)N(c2ccccc2)C(=O)C1(NS(=O)(=O)c1ccc(N)cc1)C(F)(F)F (stereo not drawn)	0.7	-7.0	-4.2	9.4
43	COc1ccc(NC(=O)N(C)C[C@H]2OCCCC[C@H](C)Oc3ccc(NC(=O)Cc4ccccc4)cc3C(=O)N([C@@H](C)CO)C[C@@H]2C)cc1	-0.4	0.7	11.4	/
44	Cc1noc(C)c1S(=O)(=O)Nc1ccc2c(c1)C(=O)N([C@H](C)CO)C[C@H](C)[C@H](CN(C)Cc1ccc(C(=O)O)cc1)OCCCC[C@H](C)O2	-0.2	-8.4	24.1	-1.6
45	O=Nc1c2cc(-c3ccccc3)[nH]nc-2c2ccccc12	/	62.9*	12.0	-85.7

nr	INS-1E GSIS act	DENV2 CPE rescue	ERp5 inh	Xi reactivation
41	5.5	-2.9	-2.3	0.2
42	13.7	1.9	1.6	0.1
43	-12.2	6.4	0.3	0.0
44	2.0	-3.1	-1.8	0.0
45	5.2	-6.8	-12.5	0.1

# Outcome played no part in choosing rows; about 4.2% have a hit in one of these screens.
